14-3-3 Bad PPI: inhibitors of 14-3-3 zeta/Bad binding, primary screen, biochemical, TR-FRET, bovine 14-3-3 zeta. TR-FRET 14-3-3zeta/Dy647-pBad peptide displacement, 1 h. inhibition, % at 21.7 µM. actives 0.71% (n = 220,000);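 active means inhibition above about 70%, limit read from the data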;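 further: 0% = full 14-3-3 plus peptide FRET controls and 100% = background without 14-3-3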
Target sequence (P63103 whole entry, looked up): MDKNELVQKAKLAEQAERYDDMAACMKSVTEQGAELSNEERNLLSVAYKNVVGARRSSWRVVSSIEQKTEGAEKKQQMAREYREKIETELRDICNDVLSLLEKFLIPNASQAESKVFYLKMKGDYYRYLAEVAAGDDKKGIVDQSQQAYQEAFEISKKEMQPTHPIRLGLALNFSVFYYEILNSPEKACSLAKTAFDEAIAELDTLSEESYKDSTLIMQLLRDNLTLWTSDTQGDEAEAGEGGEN
Hck Nef HTS: inhibitors of Nef-activated human Hck kinase, primary screen, biochemical, Z-Lyte FRET, 384-well, Hck-YEEI; Tyrosine-protein kinase HCK (Homo sapiens), P08631; inhibition, % at 20 µM; AID 463187, 2010; Recombinant Hck-YEEI plus Nef, Z-Lyte FRET kinase assay; actives 0.68% (n = 220,000);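 active means Hck-Nef kinase inhibition above about 50%, limit read from the data; inactive means inhibition below that limit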;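 further: 0% = DMSO with Hck plus Nef and 100% = Hck alone without Nef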
Wee1 degr inh: Wee1 degradation inhibitors, primary screen, cell-based, HeLa, Wee1K328M-luciferase, luminescence; HeLa Luc-Wee1K328M stability; 100% = proteasome inhibitor MG132 effect; Wee1-like protein kinase (Homo sapiens), P30291; actives 1.2% (n = 220,000); reporter increase, % at 5 µM;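 active means activation above the mean of all tested compounds plus 3 SD, set per screening run, cut at about 8.8% in these data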;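 further: cells exposed to compound for 20 h before luminescence read; 0% = DMSO alone and 100% = MG132 at 30 µM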
FXIa inh 1536: human FXIa protease inhibitors, primary screen, biochemical, 1536-well; Coagulation factor XI (Homo sapiens), P03951; AID 798, 2007; purified FXIa, Boc-Glu-Ala-Arg-AMC fluorogenic substrate; actives 0.14% (n = 220,000); inhibition, % at 5 µM;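 active means inhibition of at least 40%; inactive means inhibition below 40%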;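 further: fluorescence of freed AMC excited at 355 nm; 0% = enzyme without compound and 100% = no enzyme blank; many of its hits are not listed in these tables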
thrombin 1536: human alpha-thrombin inhibitors, primary screen, counter-screen for coagulation protease inhibitor project, biochemical, 1536-well, fluorogenic AMC substrate; actives 0.26% (n = 220,000); inhibition, % at 5 µM; AID 1046, 2008; Boc-VPR-AMC fluorogenic substrate cleavage; Prothrombin (Homo sapiens), P00734;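 active means inhibition at or above 40%; inactive means inhibition below 40%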;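 further: 0% = enzyme with no compound and 100% = wells without enzyme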
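Material: human alpha-thrombin enzyme / Medium: pH 7.5 Tris (50 mM) with NaCl 150 mM, Tween 20 0.05% / Compound: single-point dosing at 5 µM, 0.2% DMSO / Incubation: enzyme reaction carried out at room temperature / Detection: AMC fluorescence, 355/460 nm / Read-out basis: percent inhibition scaled between no-compound controls and no-enzyme blanks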
Runt-CBFb FRET: inhibitors of RUNX1 Runt–CBFb binding, primary screen, biochemical, FRET, Cerulean-Runt, Venus-CBFb, uHTS; actives 0.46% (n = 220,000); AID 1496, 2009; inhibition, % at 20 µM; Runt-related transcription factor 1 (Homo sapiens) + Core-binding factor subunit beta …; Cerulean-Runt/Venus-CBFb FRET ratio 530/480, 1 h;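 active means inhibition over about 50% at 20 µM in the single-dose screen, limit read from the data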;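 further: 0% = DMSO wells and 100% = excess unlabeled CBFb competitor control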
Target sequence (Q01196 whole entry, looked up): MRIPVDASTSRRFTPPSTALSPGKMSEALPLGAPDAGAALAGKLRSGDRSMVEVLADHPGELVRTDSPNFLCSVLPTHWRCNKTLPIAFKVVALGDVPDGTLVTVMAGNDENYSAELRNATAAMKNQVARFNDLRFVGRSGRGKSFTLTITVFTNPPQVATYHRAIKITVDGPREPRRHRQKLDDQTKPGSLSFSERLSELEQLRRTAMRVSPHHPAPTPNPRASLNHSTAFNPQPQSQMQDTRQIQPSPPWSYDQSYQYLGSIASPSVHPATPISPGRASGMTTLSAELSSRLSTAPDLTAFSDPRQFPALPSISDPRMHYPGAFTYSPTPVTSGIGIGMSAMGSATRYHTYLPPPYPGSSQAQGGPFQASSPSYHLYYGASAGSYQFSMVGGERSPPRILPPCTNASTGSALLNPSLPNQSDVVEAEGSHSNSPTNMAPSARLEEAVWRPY
Target sequence (Q13951 whole entry, looked up): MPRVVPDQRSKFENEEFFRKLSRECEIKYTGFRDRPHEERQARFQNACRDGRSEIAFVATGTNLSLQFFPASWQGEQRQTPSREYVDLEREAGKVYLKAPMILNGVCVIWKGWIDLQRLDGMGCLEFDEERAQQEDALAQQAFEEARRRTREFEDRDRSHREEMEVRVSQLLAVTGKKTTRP
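Buffer or medium: Tris pH 7.5 buffer with BSA. Assay system: Cerulean-labeled Runt domain protein. Amount: each fluorescent fusion protein 100 nM. Read-out basis: loss of energy transfer signal. Incubation: 1 h compound exposure, room temperature. Probe or stimulus: Venus-CBFb binding partner, 100 nM. Detection: FRET, excitation 422 nm, emission at 530 and 480 nm.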
FXIIa inh 1536: human FXIIa protease inhibitors, primary screen, biochemical, 1536-well; Coagulation factor XII (Homo sapiens), P00748; AID 800, 2007; purified FXIIa, Boc-QGR-AMC fluorogenic substrate, 2 h; inhibition, % at 5 µM; actives 0.3% (n = 220,000); in the data active means inhibition above about 40%;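 further: 0% = enzyme with no compound and 100% = blank without enzyme; many of its hits are not listed in these tables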
Runt-SMMHC FRET: inhibitors of RUNX1 Runt–CBFb-SMMHC binding, primary screen, biochemical, FRET, Cerulean-Runt, Venus-CBFb-SMMHC, uHTS | inhibition, % at 20 µM | AID 1434, 2008 | actives 0.74% (n = 220,000) | Cerulean-Runt/Venus-CBFb-SMMHC FRET ratio 530/480, 1 h;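 active means mean inhibition across duplicate retests at 20 µM reaching about 50%, limit read from the data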;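 further: 0% = DMSO wells and 100% = wells with excess untagged CBFb-SMMHC; inhibitors lower the FRET ratio by blocking Runt binding to CBFb-SMMHC; some results filed as inactive read as strong as hits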
KLK5 inh: human KLK5 protease inhibitors, primary screen, biochemical, 1536-well. inhibition, % at 5 µM. recombinant hK5, fluorogenic AMC substrate cleavage. actives 0.59% (n = 210,000). Kallikrein-5 (Homo sapiens), Q9Y337;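 active means inhibition of 40% or more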;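 further: 0% = enzyme controls without compound and 100% = no-enzyme blanks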
An asterisk follows results filed as active; · = not tested or not shown; [ ] = another dose, or the depositor's remark.

Preview:
SMILES	14-3-3 Bad PPI	Hck Nef HTS	Wee1 degr inh	FXIa inh 1536	thrombin 1536	Runt-CBFb FRET	FXIIa inh 1536	Runt-SMMHC FRET	KLK5 inh
Cc1ccc(Cn2cc(/C=N/Nc3ccc([N+](=O)[O-])cn3)c3ccccc32)cc1	5[fluorescence artefact?]	4	2	1	-4	-14	5	-19	0
CC(C)(C)C(=O)/C=c1\[nH]c(=O)/c(=C\c2ccccc2F)s1	-4	-13	-1	-3	-4	0	6	-6	-1
COc1cc(NC(=O)C23CC4CC(C2)CC(n2cnc([N+](=O)[O-])n2)(C4)C3)cc(OC)c1	4[fluorescence artefact?]	-1	-2	9	0	1	5	-4	4
Cc1ccc(S(=O)(=O)N2CCOCC2)cc1NC(=O)CSc1ccccn1	-7	18	-2	-2	0	2	3	0	11
CCOc1cccc(NC(=O)CSc2nncn2N)c1	-1	-2	0	1	-3	-1	11	-4	-5
CC(NC(=O)COc1ccccc1F)C1CC2CCC1C2 (stereo not drawn)	-3	17	0	-1	-11	-1	11	0	1
CN(C)/C=C(/C(=O)c1ccc(Cl)cc1)S(C)(=O)=O	1	8	0	-5	0	2	-2	2	-12
c1ccc2c(COn3nnc4ccccc43)cccc2c1	-9	-12	1	-3	-2	2	13	0	0
Cc1cccc(N2CCN(S(C)(=O)=O)CC2)c1C	-10	-2	0	-5	-7	0	11	4	-23
O=[N+]([O-])c1cc(/C=N/n2c(-c3ccncc3)n[nH]c2=S)ccc1Cl	-4	26	1	-1	-7	12	2	6	5
COc1cccc(Nc2ncccc2C(=O)Nc2ccccc2)c1	3	0	0	-3	-11	-1	-6	0	0
COC(=O)c1ccc(C)c(NC(=O)CN(c2cc(OC)ccc2OC)S(C)(=O)=O)c1	-16	2	4	3	2	3	9	3	0
CS(=O)(=O)N(CC(O)Cn1c2ccccc2c2ccccc21)c1cccc2ccccc12 (stereo not drawn)	5	0	-1	5	1	-3	20	1	6
COc1ccc(C)cc1NC(=O)CSc1nnc(-c2ccc(Br)cc2)o1	-2	1	1	-2	-4	-1	10	-1	5
C=CCn1c(SCC(=O)c2[nH]c(C)c(C(C)=O)c2C)nnc1-c1ccncc1	7	-1	-2	-2	-11	1	2	0	-16

All compounds of this part, from the first entry:
SMILES	14-3-3 Bad PPI	Hck Nef HTS	Wee1 degr inh	FXIa inh 1536	thrombin 1536	Runt-CBFb FRET	FXIIa inh 1536	Runt-SMMHC FRET	KLK5 inh
Cc1ccc(Cn2cc(/C=N/Nc3ccc([N+](=O)[O-])cn3)c3ccccc32)cc1	5[fluorescence artefact?]	4	2	1	-4	-14	5	-19	0
CC(C)(C)C(=O)/C=c1\[nH]c(=O)/c(=C\c2ccccc2F)s1	-4	-13	-1	-3	-4	0	6	-6	-1
COc1cc(NC(=O)C23CC4CC(C2)CC(n2cnc([N+](=O)[O-])n2)(C4)C3)cc(OC)c1	4[fluorescence artefact?]	-1	-2	9	0	1	5	-4	4
Cc1ccc(S(=O)(=O)N2CCOCC2)cc1NC(=O)CSc1ccccn1	-7	18	-2	-2	0	2	3	0	11
CCOc1cccc(NC(=O)CSc2nncn2N)c1	-1	-2	0	1	-3	-1	11	-4	-5
CC(NC(=O)COc1ccccc1F)C1CC2CCC1C2 (stereo not drawn)	-3	17	0	-1	-11	-1	11	0	1
CN(C)/C=C(/C(=O)c1ccc(Cl)cc1)S(C)(=O)=O	1	8	0	-5	0	2	-2	2	-12
c1ccc2c(COn3nnc4ccccc43)cccc2c1	-9	-12	1	-3	-2	2	13	0	0
Cc1cccc(N2CCN(S(C)(=O)=O)CC2)c1C	-10	-2	0	-5	-7	0	11	4	-23
O=[N+]([O-])c1cc(/C=N/n2c(-c3ccncc3)n[nH]c2=S)ccc1Cl	-4	26	1	-1	-7	12	2	6	5
COc1cccc(Nc2ncccc2C(=O)Nc2ccccc2)c1	3	0	0	-3	-11	-1	-6	0	0
COC(=O)c1ccc(C)c(NC(=O)CN(c2cc(OC)ccc2OC)S(C)(=O)=O)c1	-16	2	4	3	2	3	9	3	0
CS(=O)(=O)N(CC(O)Cn1c2ccccc2c2ccccc21)c1cccc2ccccc12 (stereo not drawn)	5	0	-1	5	1	-3	20	1	6
COc1ccc(C)cc1NC(=O)CSc1nnc(-c2ccc(Br)cc2)o1	-2	1	1	-2	-4	-1	10	-1	5
C=CCn1c(SCC(=O)c2[nH]c(C)c(C(C)=O)c2C)nnc1-c1ccncc1	7	-1	-2	-2	-11	1	2	0	-16
Nc1nc(SCC(=O)NN(c2ccccc2)c2ccccc2)n[nH]1	0	-2	4	7	8	9	2	0	-9
CC(C)CC(C(=O)NC1CCCCC1)N(Cc1cccs1)C(=O)c1snc(C(N)=O)c1N (stereo not drawn)	-5	24	-1	2	-2	-2	8	-1	1
COc1ccc(-c2oc(/N=C/N3CCOCC3)c(C#N)c2-c2ccc(OC)cc2)cc1	7	-1	-3	3	0	-5	5	3	-4
CNC(=O)NC(=O)C(OC(=O)c1cccc(S(=O)(=O)N2CCCCC2)c1)c1ccccc1 (stereo not drawn)	-3	2	-2	9	2	0	9	-1	7
Nc1cc(C(=O)O)ccc1Nc1ccccc1	3	-6	1	7	1	6	21	-1	-14
Cc1ccc(C=Nc2ccccc2C#N)s1	-12	7	4	0	-6	1	9	-1	-9
Oc1ccc(-c2nc3ccccn3c2NCc2ccc3c(c2)OCO3)cc1	-10[fluorescence artefact?]	4	3	-4	-1	-3	5	-2	-36
C#CC[N+](C)(C)CCN1C(=O)C2C(c3ccccc3)C=CC(c3ccccc3)C2C1=O (stereo not drawn)	-17	18	1	-1	-9	1	10	3	0
CN(c1ccccc1)C(c1ccc(F)cc1)c1nnnn1C1CCCC1 (stereo not drawn)	1	2	2	-6	-2	-2	7	6	3
COc1ccc(OCCNC(=S)Nc2cccc3ccccc23)cc1	-10	-2	1	-10	6	1	-7	2	-18
CCOC(=O)c1cc2c(=O)n3ccccc3nc2n(CCOC)c1=NC(=O)C(C)(C)C	6	101*	-2	4	-15	77*	2	-16	-121
Cc1ccc(NC(=O)CC2=NC(=O)C(CC(=O)Nc3ccccc3F)S2)cc1 (stereo not drawn)	-7	-10	-1	2	6	0	12	1	7
O=C(c1cccc(N2C(=O)C3C4C=CC(C4)C3C2=O)c1)N1CCCCCC1 (stereo not drawn)	77*	2	1	2	-1	2	15	0	12
COc1ccc(C(=O)/C=C/Sc2nc3ccccc3o2)cc1	-3	5	2	3	-5	17	6	7	-8
CCOC(=O)Cc1c(C)nc2c(C#N)c(C)nn2c1C	-1[fluorescence artefact?]	0	0	3	1	0	15	8	-39
CCOc1ccc2nc(NC(=O)c3cccnc3)sc2c1	-8	6	-4	6	-3	0	6	-1	-11
CCOc1cc(NC(=O)C2CCCO2)c(OCC)cc1NC(C)=O (stereo not drawn)	-12	1	0	-3	-4	1	7	1	-12
COc1ccc(Cc2nc(-c3ccccc3)no2)cc1	16	1	-1	10	5	-2	19	-2	5
O=C(c1ccc(S(=O)(=O)NCC2CCCO2)cc1)N1CCN(c2ccccc2)CC1 (stereo not drawn)	-3	-3	-5	-7	0	1	6	2	0
CCC(=O)N(C)CCc1cc2c(c(OC)c1/C=N/NC(=O)[C@H]1C[C@@H]1c1ccccc1)OCO2	-1	10	-1	-3	1	0	3	0	0
C[C@@H]1CN=C2N(CCNC(=O)CCC3CCCCC3)[C@H](Cc3ccc(O)cc3)CN21	0	-10	-2	2	-1	3	10	5	3
O=C(Cn1c(C(F)(F)F)nc2ccccc21)c1ccccc1	-3[fluorescence artefact?]	-1	-1	-10	-2	3	4	1	-1
O=C1C2C3C=CC(C3)C2C(=O)N1CNc1ccccc1 (stereo not drawn)	-16	1	0	-12	-5	0	-9	0	-2
N/C(=N\OC(=O)CCCOc1ccc(Cl)cc1Cl)c1ccccn1	3	-19	6	-4	-7	-2	4	-3	1
COc1cccc(OC)c1C(=O)NC(=S)Nc1ccc2c(c1)Cc1ccccc1-2	-21	-26	0	5	2	2	16	0	-2
COC(=O)c1ccc(NC(=O)CCOc2ccccc2)cc1	4	16	0	-2	·	-3	0	-2	-6
CC(C)CCOP(=O)(c1ccc(N(C)C)cc1)C(Nc1ccccc1)c1ccc(N(C)C)cc1 (stereo not drawn)	1	6	2	6	-2	-3	11	1	-4
CCOC(=O)N1CCC(=NNC(=O)Cn2ccc(C(F)(F)F)n2)CC1	-12	14	-1	-3	-17	0	8	-9	-6
OCC1(Cc2ccccc2)CCCN(Cc2cn[nH]c2-c2ccccc2)C1 (stereo not drawn)	-5	22	0	-2	-4	-1	8	1	2
O=C(CN1CCCCC1)Nc1ccc(S(=O)(=O)N2CCOCC2)cc1	6	-1	-2	17	-2	-3	20	2	-5
COc1cccc2c(=O)c(C/C=C(/C)Cl)c(C)[nH]c12	5	2	-3	0	0	0	9	1	-8
Cc1ccc(C(=O)Nc2nccs2)cc1	1	-1	2	9	-6	-1	11	-2	1
c1coc(CN2CN=C(Nc3nc4ccccc4s3)NC2)c1	-7	0	1	6	5	2	23	9	-1
COC(=O)C1=C(Nc2ccc(C)cc2)C=C(C)C(C(=O)OC)C1c1cccc(OC)c1 (stereo not drawn)	-9	5	-1	10	6	-3	17	-2	0
Cc1c(C(=O)OCC(=O)N(C)c2ccccc2)cccc1[N+](=O)[O-]	-7	26	0	1	-6	-2	7	1	-1
CC1CC(C)CN(C(=O)COC(=O)c2cc3ccccc3cc2O)C1 (stereo not drawn)	-2	-1	-1	6	0	-2	16	-2	-8
COc1ccc(C(=O)NC2CCCCCC2)cc1S(=O)(=O)N1CCCc2ccccc21	3	-17	0	3	0	0	18	0	5

Single values from the entries so far.
COC(=O)C1=C(Nc2ccc(C)cc2)C=C(C)C(C(=O)OC)C1c1cccc(OC)c1 (stereo not drawn) | FXIIa inh 1536: 17
CC1CC(C)CN(C(=O)COC(=O)c2cc3ccccc3cc2O)C1 (stereo not drawn) | thrombin 1536: 0
